Screens: PubChem BioAssay, National Center for Advancing Translational Sciences (NCATS)
Pf growth 48h: inhibits P. falciparum growth in the first generation, 48 h. P. falciparum luciferase growth in erythrocytes, 48 h. Potency, µM (highest dose often 28.7 µM), inactives show at the top dose activity change, negative = inhibition, most hits filed as inhibitors. 5.9% of 310,000 active; further: potency means the concentration at half of the fitted maximal effect; on the % scale 0 is the no-effect control and ±100 the full control effect
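Cell-based growth assay: transgenic P. falciparum expressing firefly luciferase, cultured in red cells within RPMI 1640 containing 0.5% w/v Albumax, 24 mM bicarbonate and gentamycin. A drop in luciferase activity indicates inhibition.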
Pf growth 96h: P. falciparum growth inhibition at 96 hours. P. falciparum luciferase reporter growth, 96 h. Potency, µM (titrated, usually from 28.7 µM), for inactives: at the top dose activity change, negative = inhibition, usual class: inhibitors. 6.9% of 320,000 active. AID 504834; further: potency means the concentration at half of the fitted maximal effect; on the % scale 0 is the no-effect control and ±100 the full control effect
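Delayed-death screen, second-generation endpoint: infected erythrocytes, 2% hematocrit, 0.05% parasitemia final; 96 hours at 37 C, 5% CO2; luciferase detection reagent; luminescence decrease equals reduced growth.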
Shiga toxin inh: blocks Shiga toxin action in Vero cells; Vero cells, Shiga toxin protein synthesis inhibition reporter; inhibition, % at 38.7 µM; 9.2% of 290,000 active; in the data active means inhibition mostly above about 28%, no sharp cut-off; inactive means mostly below about 43%; further: 0% is about no effect
CHX counter: counter-screen hit for Shiga toxin inhibitors, cycloheximide; cell reporter, cycloheximide protein synthesis inhibition counterscreen; max response, %; 12% of 300,000 active; AID 2314; in the data active means max response mostly above about 13%, no sharp cut-off; inactive means mostly below about 14%; further: read at 38.3 µM for the half of the compounds with a filed dose; 0% is about no effect
AmpC no deterg: blocks E. coli AmpC beta-lactamase in detergent-free assay; AID 485341; AmpC nitrocefin hydrolysis, absorbance 480 nm, 0.0001% Triton; P00811; 0.52% of 330,000 active; Potency, µM (top dose mostly 57.1 µM), without a hit: at the top dose activity change, negative = inhibition, most hits filed as inhibitors;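 further: potency means the concentration at half of the fitted maximal effect; plate controls were no compound for no effect and no enzyme for full effect; nearly all actives have a fitted effect of over 20% in size; some results filed as inactive show a strong effect at the top dose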
Target sequence (P00811 whole entry, looked up): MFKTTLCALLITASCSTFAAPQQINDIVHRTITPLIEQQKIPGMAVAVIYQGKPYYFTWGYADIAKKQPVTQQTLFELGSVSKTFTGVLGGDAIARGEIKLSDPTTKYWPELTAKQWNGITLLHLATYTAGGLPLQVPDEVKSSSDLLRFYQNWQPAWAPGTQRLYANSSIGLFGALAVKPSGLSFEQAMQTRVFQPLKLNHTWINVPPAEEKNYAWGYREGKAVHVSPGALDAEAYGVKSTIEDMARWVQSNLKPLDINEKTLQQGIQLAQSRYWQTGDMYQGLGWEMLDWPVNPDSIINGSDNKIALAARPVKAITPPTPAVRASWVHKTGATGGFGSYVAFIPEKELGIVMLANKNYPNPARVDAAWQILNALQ
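AmpC (5.3 nM in the dispensed reagent) in 20 mM phosphate pH 7.0 with 0.01% (detergent screen) or 0.0001% Triton X-100 was preincubated with compounds for 15 min at room temperature. Nitrocefin was then added from an 800 uM solution, and hydrolysis was followed at 480 nm.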
Tb PYK inh: T. brucei pyruvate kinase inhibition; Q57TT1; TbPYK enzyme, Kinase-Glo Plus ATP luminescence, 45 min; Potency, µM (doses to about 76.8 µM), for the others: at the highest dose activity, negative = inhibition, most hits filed as inhibitors; 0.12% of 410,000 active; further: potency means the concentration at half of the fitted maximal effect; on the % scale 0 is the no-effect control and ±100 the full control effect; nearly all actives have a fitted effect of over 50% in size
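Luminescence from Kinase-Glo Plus, added after a 45-minute room-temperature reaction, served as the end-point read-out. The enzyme and substrate were preincubated with compound before ADP (130 uM final) initiated turnover. Concentration-effect curves came from normalized qHTS data.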
LmPK inh: blocks Leishmania mexicana pyruvate kinase activity. purified LmPK, Kinase-Glo ATP luminescence, 1 h. Potency, µM (series often up to 57.5 µM), for inactives: at the top dose activity change, negative = inhibition, hits mostly inhibitors. 0.37% of 290,000 active. AID 1721; further: potency means the concentration at half of the fitted maximal effect; on the % scale 0 is the no-effect control and ±100 the full control effect
Target sequence (Q27686 whole entry, looked up): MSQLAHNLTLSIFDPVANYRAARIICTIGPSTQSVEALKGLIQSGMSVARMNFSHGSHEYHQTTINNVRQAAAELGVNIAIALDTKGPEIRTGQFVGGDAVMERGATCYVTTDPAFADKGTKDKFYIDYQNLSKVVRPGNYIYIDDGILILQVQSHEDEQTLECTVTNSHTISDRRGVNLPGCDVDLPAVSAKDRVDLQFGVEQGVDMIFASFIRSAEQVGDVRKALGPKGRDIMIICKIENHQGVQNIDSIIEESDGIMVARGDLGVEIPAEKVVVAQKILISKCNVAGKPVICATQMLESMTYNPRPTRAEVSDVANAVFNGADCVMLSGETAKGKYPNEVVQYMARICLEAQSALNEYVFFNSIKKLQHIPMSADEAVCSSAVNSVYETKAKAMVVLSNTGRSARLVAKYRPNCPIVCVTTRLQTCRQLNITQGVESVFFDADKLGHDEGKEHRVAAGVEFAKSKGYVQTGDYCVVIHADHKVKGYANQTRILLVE
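Screened at intermediate enzyme activity to detect both inhibitors and activators: LmPK at 0.1 nM, with a 0.5 nM enzyme column as activation reference. PEP 0.5 mM, ADP 0.1 mM; ATP detected by luminescence after 1 h.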
Numbers without * were called inactive; ? = inconclusive; / = no result given; [ ] = remark or other dose. Unless noted, the call rests on the fitted dose curve; in most records, active means well fitted curve in the direction sought with a large enough effect; inconclusive means small, poorly fitted or top-dose-only effect, or another doubt; inactive means no such curve, though single readings can be large; an effect the other way counts as inactive or inconclusive.

SMILES	Pf growth 48h	Pf growth 96h	Shiga toxin inh	CHX counter	AmpC no deterg	Tb PYK inh	LmPK inh
COc1ccc(NC(=O)C2=C(C)C(=O)OC23CCC(C)CC3)c(OC)c1 (centres undefined)	-15.5%	0.8%	-4.3	-3.1	33.1%	-4.2%	-2.0%
CCOC(=O)c1cnc2c(-c3ccc(Cl)cc3)cnn2c1C	83.6%[activator]	?	31.9	14.1*	-25.9%	-3.8%	-3.2%
CN(CCOc1ccc(Cl)cc1)C(=O)c1ccccc1SCC(=O)N1CCCC1	?	?	/	/	202.8%[activator]	2.5%	/
COc1ccc(NC(=O)Cn2c(CCC(=O)O)ccc2-c2ccc(C)cc2)cc1	12.4%	?	10.1	1.0	-19.4%	11.9%	2.6%
COc1ccc(-c2coc3cc(OC4OC(CO)C(O)C(O)C4O)cc(O)c3c2=O)cc1 (centres undefined)	107.1%[activator]	223.8%[activator]	/	/	-10.1%	1.4%	/
Cc1ccc(Nc2nc(-c3c(C)n(C)n(-c4ccccc4)c3=O)c(C)s2)cc1	13.5%	?	17.6	21.6	16.3%	-12.4%	-3.5%
CCOC(=O)/C(C#N)=C1/CCCCCN1C	-9.2%	?	0.9	0.4	2.3%	-4.6%	9.8%
O=C(CSc1ccccc1)Nc1cc(S(=O)(=O)N2CCOCC2)ccc1N1CCOCC1	?	?	-8.5	-2.3	31.2%	-3.6%	-6.3%
CCOC(=O)C1=C(COc2ccccc2)NC(=O)NC1c1cccc([N+](=O)[O-])c1 (centres undefined)	-17.1%	?	-6.1	0.7	-10.3%	-4.8%	-4.3%
CCOC(=O)Oc1ccc2oc(C)c(C(=O)OCCOC)c2c1	48.4%[activator]	62.6%[activator]	49.5	19.4	28.2%	-4.6%	-8.9%
Cc1c(Cl)cccc1NC(=S)N/N=C/c1ccccc1Cl	4.1%	?	23.6	5.6	-38.8%	-16.4%	6.0%
Cc1c(O)c2c(=O)n(-c3ccccc3)c(-c3ccccc3)cc2oc1=O	-8.9%	?	-8.3	-2.0	-20.3%	-1.8%	1.6%
CCOc1ccccc1NC(=O)C(Sc1nnnn1C)c1ccccc1 (centres undefined)	0.0%	-2.8%	-2.1	3.7	-27.6%	-2.9%	4.9%
CN1CCN(C(=O)c2cc(Oc3c(F)c(F)c(F)c(F)c3F)cc(C(=O)N3CCN(C)CC3)c2)CC1	6.2%	11.9%	-6.6	1.3	33.0%	0.7%	0.1%
CC(NC(=O)C1c2ccccc2Oc2ccccc21)C1CCCO1 (centres undefined)	-17.0%[5.75 µM]	-69.9%	3.9	-3.3	-3.7%	0.6%	1.9%
CCN1/C(=C\C=C\C2=[N+](CC)c3ccccc3C2(C)C)C(C)(C)c2ccccc21	/	0.147µM*	-25.4	-6.2	46.4%	?	10µM*
COc1ccc(Cc2nc(-c3ccccn3)no2)cc1OC	54.6%[activator]	14.9%	56.5*	33.0*	13.4%	3.2%	2.1%
COc1ccc(CCNC(=O)CCC(=O)N2CCN(S(=O)(=O)c3ccc(Cl)cc3)CC2)cc1OC	/	?	-1.7	-0.9	117.2%[activator]	16.1%	4.1%
O=C(NC1CCCC1)c1cc(COc2ccc3ncccc3c2)on1	-20.5%	-6.0%	-8.0	-2.9	-0.9%	-1.9%	-5.9%
COc1cc2[nH]c(=O)n(CCCCCC(=O)N3CCN(c4ccccc4)CC3)c(=O)c2cc1OC	7.38µM*	30.2%[activator]	-4.6	0.7	216.5%[activator]	1.9%	-1.0%
O=[N+]([O-])c1ccccc1CCl	32.5%[activator]	89.1%[activator]	/	/	-13.5%	2.6%	/
O=C1N=c2ccc(Br)cc2=C1c1sc(=S)n(NS(=O)(=O)c2ccccc2)c1O	-13.7%	-16.4%	3.8	-4.0	-58.1%	-3.9%	-6.4%
CC/C(O)=N\S(=O)(=O)c1ccc(N=NN(C)C)cc1	2.1%	13.3%	1.5	-2.9	-9.9%	-8.8%	-3.9%
Cc1cc2n(n1)C(c1ccc(O)cc1)Nc1ccccc1-2 (centres undefined)	18.0%	?	28.3	-4.2	0.0%	-2.4%	2.6%
O=C(O)c1cc2nccc(-c3ccc(F)cc3)n2n1	10.7%	4.5%	-3.9	2.6	-4.4%	-3.1%	-1.8%
The results go on.
SMILES	Pf growth 48h	Pf growth 96h	Shiga toxin inh	CHX counter	AmpC no deterg	Tb PYK inh	LmPK inh
c1ccc(-c2cc(NCCN3CCCCC3)c3ccccc3n2)cc1	-13.7%[0.00184 µM]	?	-6.0	-8.0	-2.8%	-1.1%	1.7%
O=C1N/C(=C/c2ccc(Br)s2)C(=O)N1c1ccccc1	38.3%[activator]	-19.9%	65.3*	16.0*	-28.6%	1.0%	-0.7%
Cc1nc(Cl)c(C(=O)NC(=O)Nc2cccc(C(F)(F)F)c2)c(C)c1[N+](=O)[O-]	-3.3%	?	11.4	-2.6	-23.1%	38.8%[activator]	-2.8%
O=C(c1ccccc1)N1CCC(=O)N1c1ccccc1	-4.1%	76.9%[activator]	12.7	-2.3	-13.1%	4.0%	-5.9%
CCCCOc1ccc(NC(=O)C2CC=CCC2C(=O)O)cc1 (centres undefined)	-2.0%	/	-10.6	-2.0	-13.1%	2.3%	1.0%
CCOc1ccccc1N1CCN(C(=O)c2c(CC)noc2C)CC1	?	-1.4%	/	/	-3.3%	0.6%	/
COc1ccc(NC(=O)CS(=O)CC(=O)NCC2OCCc3ccccc32)cc1 (centres undefined)	11.1%	?	7.1	1.1	-13.2%	2.4%	13.2%
Cc1nn(-c2ccccc2)c(C)c1/C=N/NC(=O)c1ccccc1NS(=O)(=O)c1cccs1	-28.3%	?	9.6	5.4	-29.1%	3.2%	-0.7%
COC(=O)[C@@H](NC(=O)Nc1ccc(C(C)=O)cc1)C(C)C	-4.9%	3.5%	-4.2	2.4	-10.1%	-8.3%	-1.1%
CC(C)c1ccc(NC(=O)N2CCC(c3nc4ccccc4o3)CC2)cc1	24.1%	361.5%[activator]	7.0	-2.0	36.5%	-0.6%	7.8%
O=C(CCN1C(=O)c2ccccc2C1=O)NCCCn1ccnc1	?	0.0%	-4.1	4.1	3.7%	0.8%	9.5%
CCOC(=O)C1=C(O)/C(=C/c2ccc(OCC(=O)O)c(OCC)c2)SC1=Nc1ccccc1	?	?	-14.4	1.1	15.0%	2.5%	-8.1%
O=C(c1ccc2c(c1)OCO2)N1CCN(S(=O)(=O)c2ccccc2)CC1	-0.3%	5.5%	-10.0	-2.6	-5.4%	4.8%	-1.7%
COc1cccc(N2C(=NC(=O)CCc3ccccc3)SC3CS(=O)(=O)CC32)c1 (centres undefined)	9.1%	?	-1.8	-7.3	0.2%	-3.9%	-7.7%
CC(=O)N1Cc2ccccc2CC1C(=O)OCC(=O)c1c(N)n(C)c(=O)n(C)c1=O (centres undefined)	18.4%	27.6%	/	/	17.6%	-0.8%	/
Cc1ccccc1Cn1c(=O)n(Cc2ccco2)c(=O)c2ccccc21	-29.0%	-26.8%	12.2	-2.4	-46.6%	-10.4%	-13.4%
COCCNC(=O)CN(C(=O)CCC(=O)Nc1ccccn1)c1ccc(F)c(Cl)c1	-2.0%	-19.7%	-8.9	-2.1	21.1%	/	-3.9%
c1ccc2c(CN3CCCCCC3)c[nH]c2c1	45.3%[activator]	-18.3%	73.5*	39.2*	-11.3%	2.3%	-1.6%
Cc1nc2sc(C(=O)OCC(=O)N3c4ccccc4CC3C)c(C)c2c(=O)[nH]1 (centres undefined)	?	21.9%	-23.2	-2.2	-17.7%	-3.6%	-0.3%
Cc1ccc(CN(c2ccc(C(=O)Nc3ccc4c(c3)OCO4)cc2)S(C)(=O)=O)cc1	/	-9.4%	17.2	11.6	-26.8%	-6.3%	3.7%
CC(=O)Nc1ccc(NC(=O)CCCSc2nc3ccccc3s2)cc1	36.2%[activator]	-19.3%	23.9	18.9*	-20.9%	-1.4%	-5.7%
Cc1[nH]c(C)c(S(=O)(=O)N2CCCCC2C)c1C(=O)N1CCCC1 (centres undefined)	1.7%	-7.7%	3.9	-1.5	-4.4%	0.9%	-13.6%
COc1ccc(C(=O)NCCCn2ccnc2)cc1[N+](=O)[O-]	2.9%	-5.2%	-6.0	1.0	6.6%	0.7%	4.1%
CC12CC(c3ccccc3O1)C(C(=O)N1CCOCC1)C(=O)N2 (centres undefined)	7.2%	?	-16.7	-5.1	-13.8%	1.0%	-2.6%
Cc1cc(C)c(C)c(S(=O)(=O)N[C@@H](C)C(=O)OCC(N)=O)c1C	12.3%	0.0%	-10.4	0.6	-0.9%	-1.6%	11.5%

Next part, overlapping the part above by 3 compounds.
SMILES	Pf growth 48h	Pf growth 96h	Shiga toxin inh	CHX counter	AmpC no deterg	Tb PYK inh	LmPK inh
COc1ccc(C(=O)NCCCn2ccnc2)cc1[N+](=O)[O-]	2.9%	-5.2%	-6.0	1.0	6.6%	0.7%	4.1%
CC12CC(c3ccccc3O1)C(C(=O)N1CCOCC1)C(=O)N2 (centres undefined)	7.2%	?	-16.7	-5.1	-13.8%	1.0%	-2.6%
Cc1cc(C)c(C)c(S(=O)(=O)N[C@@H](C)C(=O)OCC(N)=O)c1C	12.3%	0.0%	-10.4	0.6	-0.9%	-1.6%	11.5%
O=P(O)(CN1CCCCCC1)CN1CCCCCC1	10.8%	15.4%	-9.5	-2.3	-8.1%	/	-12.5%
CC(C)C[C@H](NC(=O)c1nc[nH]c1C(=O)N1CCNCC1)C(=O)OC(C)(C)C	-16.7%	91.0%[activator]	/	/	5.9%	3.4%	/
O=C(/C=C/c1ccc(S(=O)(=O)N2CCOCC2)cc1)NCc1ccccc1F	?	?	/	/	-25.3%	2.2%	/
CCOCCCn1c(=S)[nH]c2cc(C(=O)NCCc3ccc(OC)c(OC)c3)ccc2c1=O	4.2%	?	-5.9	-0.1	0.9%	-0.4%	0.8%
O=C1c2ccccc2C(=O)N1C/C=C/CN1C(=O)c2ccccc2C1=O	107.8%[activator]	/	-15.7	1.2	-3.5%	/	-2.7%
O=C(NC(Cc1ccccc1)C(=O)N1CCC2(CC1)OCCO2)C1CCCCC1 (centres undefined)	-3.2%	/	-8.6	1.7	18.9%	0.0%	-1.2%
CC(C)(C)C(=O)NC(=S)NCCc1ccccc1	44.8%[activator]	-3.1%	90.5*	39.4*	-29.1%	-1.1%	-8.2%
CC(C)C(=O)NC(Nc1cc(C(F)(F)F)ccc1Cl)C(Cl)(Cl)Cl (centres undefined)	?	13.1µM*	-9.5	-1.5	-18.6%	1.7%	-3.1%
Cc1ccc(N(CC(=O)Nc2cccc(Cl)c2C)S(C)(=O)=O)cc1	20.4%	?	14.4	-1.7	1.3%	1.6%	2.5%
O=C(c1cc(-c2ccccc2)nn1-c1ccccc1)N1CCN(S(=O)(=O)c2cccc(F)c2)CC1	6.2%	?	/	/	-2.2%	6.2%	/

Among those listed so far, these have a CF3 group:
SMILES	Pf growth 48h	Pf growth 96h	Shiga toxin inh	CHX counter	AmpC no deterg	Tb PYK inh	LmPK inh
Cc1nc(Cl)c(C(=O)NC(=O)Nc2cccc(C(F)(F)F)c2)c(C)c1[N+](=O)[O-]	-3.3%	?	11.4	-2.6	-23.1%	38.8%[activator]	-2.8%
CC(C)C(=O)NC(Nc1cc(C(F)(F)F)ccc1Cl)C(Cl)(Cl)Cl (centres undefined)	?	13.1µM*	-9.5	-1.5	-18.6%	1.7%	-3.1%
